# Screens deposited in PubChem by several laboratories.
# CYP2C19 inhib: human CYP2C19 inhibition. P33261. CYP2C19 Supersomes, luciferin-H EGE luminescence, 30 min. inhibition, % at 5 µM. 96,000 tested, 21% active;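 active means CYP2C19 inhibition above a set limit at 5 µM in the primary screen, cut at about 50% in these data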;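 further: plate controls were negative control wells for no effect and 2.5 mM tranylcypromine positive control for full effect; values of inactives mirror those of a sister screen read the other way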
# Target sequence (P33261 whole entry, looked up): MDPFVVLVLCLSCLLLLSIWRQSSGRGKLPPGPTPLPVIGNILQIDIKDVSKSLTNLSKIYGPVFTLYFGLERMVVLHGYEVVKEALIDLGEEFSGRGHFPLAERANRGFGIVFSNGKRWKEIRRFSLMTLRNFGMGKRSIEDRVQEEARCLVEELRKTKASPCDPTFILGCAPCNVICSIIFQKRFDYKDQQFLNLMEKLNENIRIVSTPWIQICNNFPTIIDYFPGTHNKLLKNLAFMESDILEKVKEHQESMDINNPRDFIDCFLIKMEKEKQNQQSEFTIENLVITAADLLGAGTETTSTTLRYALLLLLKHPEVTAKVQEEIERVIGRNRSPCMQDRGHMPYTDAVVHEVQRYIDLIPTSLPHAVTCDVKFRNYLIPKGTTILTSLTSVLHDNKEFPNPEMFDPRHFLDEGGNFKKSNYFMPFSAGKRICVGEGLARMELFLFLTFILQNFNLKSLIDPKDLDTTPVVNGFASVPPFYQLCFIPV
# CYP2C9 inh: human CYP2C9 inhibition | 96,000 tested, 20% active | CYP2C9 Supersomes, luciferin-H conversion, luminescence | inhibition, % at 5 µM | AID 777 | P11712;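 active means blocking of liver enzyme CYP2C9 beyond about 50% at 5 µM, limit read from the data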; further: values of inactives mirror those of a sister screen read the other way
# Target sequence (P11712 whole entry, looked up): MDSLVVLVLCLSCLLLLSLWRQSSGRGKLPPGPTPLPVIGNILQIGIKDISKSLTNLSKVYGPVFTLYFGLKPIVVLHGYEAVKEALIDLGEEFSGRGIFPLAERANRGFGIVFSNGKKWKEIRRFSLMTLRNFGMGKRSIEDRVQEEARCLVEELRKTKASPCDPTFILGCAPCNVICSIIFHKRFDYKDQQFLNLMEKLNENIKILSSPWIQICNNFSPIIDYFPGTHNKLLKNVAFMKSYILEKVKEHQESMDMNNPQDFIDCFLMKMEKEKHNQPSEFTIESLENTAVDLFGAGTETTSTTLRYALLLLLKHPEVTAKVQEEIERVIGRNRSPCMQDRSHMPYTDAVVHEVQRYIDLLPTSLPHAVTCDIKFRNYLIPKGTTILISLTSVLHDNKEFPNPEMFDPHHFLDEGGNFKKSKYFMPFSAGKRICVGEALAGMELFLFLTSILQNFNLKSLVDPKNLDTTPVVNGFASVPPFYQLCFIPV
# VCAM1 TNFa inh: reduces TNF alpha induced VCAM1 expression in HUVEC | HUVEC TNFa-induced VCAM-1 immunofluorescence, high-content imaging | 95,000 tested, 0.48% active | AID 802 | inhibition, % at 2 µM;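 active means inhibition above the batch mean plus 3 SD, with images confirmed as a hit by eye, cut at about 37% in these data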;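 further: 0% = TNF-stimulated DMSO wells and 100% = unstimulated control wells; not every result past the cut was called active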
# IL1B cytotox: toxic to HUVEC cells under IL-1B stimulation; AID 845; HUVEC cell count loss, Hoechst imaging, IL-1B stimulated; 94,000 tested, 0.41% active; cell count reduction, % at 2 µM;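 active means cell count reduction more than 3 SD above the screen-wide mean, cut at about 70% in these data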;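 further: normalized per plate to untreated control cells as the no-loss baseline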
# DAT uptake mod: modulates human dopamine transporter uptake under cocaine; B-score at 10 µM; LLC-PK1 hDAT cells, [14C]-dopamine uptake with cocaine IC80; actives deviate in either direction; 110,000 tested, 1.3% active; Q01959;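 active means Z score or B-score, a plate-position-corrected score, falls beyond the plate's 99.7% confidence bounds, in either direction; inactive means both scores lie inside the 99.7% bounds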;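 further: scored against the spread of the other compound wells on the same plate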
# Candida biofilm: kills Candida albicans biofilms | C. albicans biofilm + clotrimazole, Alamar Blue | 85,000 tested, 0.14% active | AID 834 | inhibition, % at 6 µM;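 active means inhibition above 20%; inactive means inhibition below 20%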;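 further: preformed 24 hr biofilms exposed to compound for 48 hr; 0% = biofilm without compound and 100% = blank killed by clotrimazole plus chlorhexidine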
# CYP2C19 activ: activators of human cytochrome P450 2C19 | P33261 | recombinant CYP2C19, luciferin-H EGE luminescence; hits give high values; 0 = fully inhibited enzyme, 1 = untreated enzyme | activation factor at 5 µM | 96,000 tested, under 10 active | AID 1025;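 active means activation factor of at least 2 at 5 µM in the primary screen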;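 further: 0 = wells with 2.5 mM tranylcypromine and 1 = vehicle-only wells; values of inactives mirror those of a sister screen read the other way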
# TNFa cytotox: HUVEC cytotoxicity counter-screen, TNF alpha stimulated; HUVEC TNFalpha-stimulated, Hoechst cell count, imaging; cell count reduction, % at 2 µM; 93,000 tested, 0.17% active; AID 848;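 active means cell count reduction exceeding the screen mean by over 5 SD, scaled to untreated wells per plate, cut at about 78% in these data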;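 further: cells counted after 24 h of TNF alpha exposure following the 1 h pretreatment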
# CYP2C9 activ: CYP2C9 (human) activation; activation factor at 5 µM; P11712; 96,000 tested, 1.4% active; recombinant CYP2C9, luciferin-H conversion, luminescence; hits give high values; factor 1 = untreated enzyme, 0 = blocked;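 active means activation factor of 2 or more for CYP2C9 at a 5 µM dose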;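 further: 0 = sulfaphenazole-blocked wells and 1 = vehicle-only wells; values of inactives mirror those of a sister screen read the other way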
# * hit, by the source's call; / = not tested or not shown.
No.	smiles	CYP2C19 inhib	CYP2C9 inh	VCAM1 TNFa inh	IL1B cytotox	DAT uptake mod
1	Fc1ccc(N2CCN(Cc3cnc(Oc4ccc(Br)cc4)s3)CC2)cc1	3	20	16	3	-0.55
2	Cc1ccc(-c2cc(C(F)(F)F)n3ncc(C(=O)NCc4ccco4)c3n2)cc1	32	54*	1	-21	-0.39
3	O=C(Nc1ccccc1)N1CCSCC1	46	40	8	-9	1.5
4	CCOC(=O)C1CCN(C(=O)Cc2cccc3ccccc23)CC1	/	/	-11	-3	-0.51
5	CCOC(=O)C1=C(O)CSC1=Nc1ccc(Cl)cc1	38	20	/	/	-1.2
6	CCOC(=O)c1cc(C#N)c(N2CCCC2)nc1-c1ccccc1	25	24	5	-3	0.03
7	Cc1nc2ccc(NC(=O)c3c(-c4ccccc4)noc3C)cc2s1	38	41	-5	-12	-0.05
8	CCC(=O)c1cc2c(C)cc(=O)oc2c(C)c1OC	/	/	3	-13	-0.018
9	CCCC(=O)C1=C(O)C(C(=O)OC)C(C)(C)CC1=NC (stereo unspecified)	22	0	/	/	-1.4
10	O=C(c1cc(Cl)ccc1Cl)N1CCN(c2ccccn2)CC1	94*	92*	-1	-8	0.25
11	CCCCOC(=O)Cn1c(=O)c2c(nc(Br)n2Cc2ccccc2)n(C)c1=O	89*	78*	/	/	0.56
12	CCCCCCN1N=C(C)C(C(=O)c2ccc(Cl)cc2)C1=O (stereo unspecified)	1	60*	11	/	1.9
13	[N-]=[N+]=CC(=O)CNC(=O)[C@@H](Cc1ccccc1)N1C(=O)c2ccccc2C1=O	9	20	-3	10	-1.1
14	Cc1ccc(-c2csc(N(Cc3ccco3)C(=O)c3cccs3)n2)cc1	68*	92*	-1	4	0.62
15	Cc1ccc(-n2cc3ccc([N+](=O)[O-])cc3n2)cc1	/	/	-16	-52	-1.6

No.	Candida biofilm	CYP2C19 activ	TNFa cytotox	CYP2C9 activ
1	4	1	-28	0.8
2	-5	0.7	-46	0.5
3	4	0.5	-56	0.6
4	0	/	10	/
5	7	0.6	/	0.8
6	/	0.8	-28	0.8
7	2	0.6	-12	0.6
8	8	/	-5	/
9	7	0.8	/	1
10	0	0.1	-4	0.1
11	3	0.1	/	0.2
12	/	1	-1	0.4
13	2	0.9	-12	0.8
14	/	0.3	-8	0.1
15	5	/	-8	/

# Compound profiles, as listed above. Order of screens: CYP2C19 inhib	CYP2C9 inh	VCAM1 TNFa inh	IL1B cytotox	DAT uptake mod	Candida biofilm	CYP2C19 activ	TNFa cytotox	CYP2C9 activ
# CCC(=O)c1cc2c(C)cc(=O)oc2c(C)c1OC in the list: /	/	3	-13	-0.018	8	/	-5	/
# CCCCOC(=O)Cn1c(=O)c2c(nc(Br)n2Cc2ccccc2)n(C)c1=O in the list: 89*	78*	/	/	0.56	3	0.1	/	0.2
# Cc1nc2ccc(NC(=O)c3c(-c4ccccc4)noc3C)cc2s1 in the list: 38	41	-5	-12	-0.05	2	0.6	-12	0.6
# Cc1ccc(-c2csc(N(Cc3ccco3)C(=O)c3cccs3)n2)cc1 in the list: 68*	92*	-1	4	0.62	/	0.3	-8	0.1
# CCOC(=O)C1=C(O)CSC1=Nc1ccc(Cl)cc1 in the list: 38	20	/	/	-1.2	7	0.6	/	0.8

# Next compounds
No.	smiles	CYP2C19 inhib	CYP2C9 inh	VCAM1 TNFa inh	IL1B cytotox	DAT uptake mod
16	O=C1CSC2(CCCCC2)N1CCO	0	-6	-1	-1	-0.0071
17	CCOC(=O)c1c(-c2ccc(C)cc2)csc1NC(=O)C1CC=CCC1C(=O)O (stereo unspecified)	-11	-10	3	12	/
18	Cc1ccccc1-n1c(=O)cc(NCC2CCCO2)[nH]c1=O (stereo unspecified)	/	/	8	-33	-0.31
19	COc1ccc(CCNC(=O)C2CCCN(S(=O)(=O)c3cnc[nH]3)C2)cc1OC (stereo unspecified)	73*	71*	12	6	0.16
20	O=C(NC1CCCCC1)c1ccc(S(=O)(=O)N2CCCC2)cc1	/	/	17	10	1.1
21	COc1ccc(CNC(=O)CN(C(=O)c2ccc(CN3CCOCC3)o2)C2CCCC2)cc1	/	/	15	-2	0.32
22	CCOc1ccccc1NC(=O)CC1Nc2ccccc2NC1=O (stereo unspecified)	/	/	23	-25	0.56
23	COc1ccc(OC)c(S(=O)(=O)N2Cc3ccccc3CC2C(=O)Nc2nccs2)c1 (stereo unspecified)	9	30	13	-9	-0.11
24	Cn1c(=O)c2c(-c3ccccc3)n(-c3ccccc3O)cc2n(C)c1=O	1	45	-13	-20	0.49
25	Cc1cc(Br)ccc1OCCCCNC(C)(C)C	24	8	-9	-20	1.2
26	CC(=O)C1=C(O)C(=O)N(c2nnn(C)n2)C1c1cccs1 (stereo unspecified)	-3	5	10	3	-0.47
27	COc1ccccc1NC(=O)CN(Cc1ccco1)C(=O)c1cccs1	16	27	15	-16	0.11
28	CCCCNC(=O)CC1SC(=NCC)N(CC)C1=O (stereo unspecified)	37	-74	8	0	-0.93
29	OCCn1c(C(F)(F)F)nc2ccccc21	/	/	3	-5	-0.64
30	CC1=C(C(=O)NC(C)c2ccc3c(c2)OCCO3)C2(CCC(C)CC2)OC1=O (stereo unspecified)	/	/	4	-6	-0.4

No.	Candida biofilm	CYP2C19 activ	TNFa cytotox	CYP2C9 activ
16	10	1	-9	1.1
17	/	1.1	-5	1.1
18	-1	/	-38	/
19	11	0.3	-15	0.3
20	7	/	6	/
21	1	/	-7	/
22	1	/	-13	/
23	5	0.9	0	0.7
24	1	1	-5	0.6
25	/	0.8	-22	0.9
26	5	1	-29	1
27	8	0.8	-7	0.7
28	1	0.6	10	1.7
29	7	/	-37	/
30	/	/	-7	/

# The list goes on.
No.	smiles	CYP2C19 inhib	CYP2C9 inh	VCAM1 TNFa inh	IL1B cytotox	DAT uptake mod
31	CCOC(=O)c1nc(C)[nH]c1C(=O)OCC	-18	-24	-3	-2	-0.51
32	Cc1ccc(N=Cc2c(O)n(-c3cc(Cl)ccc3N3CCOCC3)c(=O)c3ccccc23)cc1C	-4	24	2	19	0.32
33	Cc1cc(OCc2nc(-c3cccnc3)no2)c(C)cc1Br	24	-11	-12	-16	-1.5
34	N#Cc1ccc(OCC(=O)NCCc2ccccn2)cc1	-7	4	1	-5	-0.19
35	Cc1ccc(Oc2ccccc2/C=C/C(=O)O)cc1	0	5	/	/	0.34
36	CCOC(=O)c1ccc(N2CN=C3SCC(=O)N3C2)cc1	35	0	1	-19	0.74
37	CC(C)CCn1cnc2c(cnn2-c2ccc(F)cc2)c1=O	25	30	-15	-7	0.39
38	Oc1ccccc1N1CCN(c2ncccn2)CC1	84*	86*	0	1	0.97
39	COC(=O)c1cc2sc(Cl)cc2n1Cc1nc(-c2ccccc2)oc1C	20	48	2	-1	-0.3
40	CCOC(=O)c1c(CN2CCN(Cc3ccccc3)CC2)n(C)c2cc(Br)c(OC)cc12	10	3	-1	-5	0.49
41	COC(=O)c1onc(-c2ccccc2)c1C(=O)OC	72*	18	14	-7	-0.0017
42	Cc1cc(C)nc(Sc2ccc(/C=C(\C#N)C(=O)Nc3ccccc3)o2)n1	31	42	20	-35	0.26
43	Cc1ccc(S(=O)(=O)N2CCOCC2)cc1C(=O)OCC(=O)N1c2ccccc2NC(=O)C1(C)C	-17	20	-12	-22	0.16
44	COc1cc(C(O)P(=O)(OC2CCCCC2)c2ccc(N(C)C)cc2)cc(OC)c1OC (stereo unspecified)	84*	27	-10	-3	-1.7
45	COc1ccccc1N1CCN(C(c2cccs2)C(C)NS(=O)(=O)c2ccccc2)CC1 (stereo unspecified)	72*	86*	/	/	0.33

No.	Candida biofilm	CYP2C19 activ	TNFa cytotox	CYP2C9 activ
31	8	1.2	-5	1.2
32	6	1	-13	0.8
33	4	0.8	-9	1.1
34	3	1.1	-14	1
35	/	1	/	0.9
36	4	0.7	-22	1
37	/	0.8	8	0.7
38	/	0.2	-8	0.1
39	12	0.8	-41	0.5
40	3	0.9	-6	1
41	/	0.3	-5	0.8
42	/	0.7	-10	0.6
43	/	1.2	-7	0.8
44	-7	0.2	14	0.7
45	-9	0.3	/	0.1

# (more compounds)
No.	smiles	CYP2C19 inhib	CYP2C9 inh	VCAM1 TNFa inh	IL1B cytotox	DAT uptake mod
46	CCOC(=O)CN(C(=O)CSc1nnc(CNc2ccc(F)cc2)n1C)c1ccccc1	16	9	12	27	0.76
47	Cc1ccc(C)c(NC(=O)CSc2nnc(Cc3cccn3C)n2-c2ccc(F)cc2)c1	16	20	/	/	0.61
48	O=C1OC(N2CCN(C/C=C/c3ccccc3)CC2)c2ccccc21 (stereo unspecified)	5	12	7	-24	-1.2
49	CON/C=C(\C=Nc1ccc(Cl)cc1)c1ncc(C(F)(F)F)cc1Cl	-13	-7	-2	5	-1.3
50	Cc1ccc(C)c(C(=O)C(C)OC(=O)c2cccn2C)c1 (stereo unspecified)	9	21	17	4	0.44
51	O=c1[nH]c2cc3c(cc2cc1CN(Cc1ccc2c(c1)OCO2)Cc1nnnn1CC1CCCO1)OCO3 (stereo unspecified)	0	9	5	-14	0.043
52	COc1ccc(OC)c(CN2CCN(c3ccccc3OC)CC2)c1	78*	36	/	/	/
53	N=c1c2c(n(Cc3cccc(Cl)c3)c3c1CCC3)CCCC2	/	/	22	-17	-9.3*
54	CCOc1cc(N2CCOCC2)c(OCC)cc1NC(=O)CC12CC3CC(CC(C3)C1)C2	33	37	-3	-3	2.7*
55	CCC(=O)c1cc2c(C)cc(=O)oc2c(C)c1O	4	10	6	1	-0.34
56	Cc1ccc(C(=O)Nc2ccon2)cc1S(=O)(=O)N1CCCCCC1	88*	20	-26	9	-0.56
57	CC(C)CC(NS(=O)(=O)c1ccc2c(c1)oc(=O)n2C)C(=O)NC1CCCc2ccccc21 (stereo unspecified)	-12	-12	7	-10	/
58	COc1cc(/C=C(\C#N)c2nc3ccccc3[nH]2)c([N+](=O)[O-])cc1OCc1ccccc1	43	76*	19	-34	0.6
59	COc1ccc(S(=O)(=O)N(C)c2ccc(OCC(=O)Nc3cc(C)on3)cc2)cc1	44	40	-6	-3	-0.78
60	COc1ccc2c(Cl)c(-c3nnc(SCC(N)=O)n3C)sc2c1	-15	2	8	9	0.19

No.	Candida biofilm	CYP2C19 activ	TNFa cytotox	CYP2C9 activ
46	-3	0.8	2	0.9
47	-2	0.8	/	0.8
48	/	0.9	-18	0.9
49	/	1.1	-25	1.1
50	3	0.9	-42	0.8
51	2	1	-2	0.9
52	10	0.2	/	0.6
53	3	/	-5	/
54	/	0.7	-5	0.6
55	/	1	-12	0.9
56	-4	0.1	18	0.8
57	-12	1.1	-18	1.1
58	/	0.6	-22	0.2
59	5	0.6	-10	0.6
60	0	1.1	-7	1

# Sorted by length of the SMILES (smallest number first): part of the list above.
No.	smiles	CYP2C19 inhib	CYP2C9 inh	VCAM1 TNFa inh	IL1B cytotox	DAT uptake mod
37	CC(C)CCn1cnc2c(cnn2-c2ccc(F)cc2)c1=O	25	30	-15	-7	0.39
45	COc1ccccc1N1CCN(C(c2cccs2)C(C)NS(=O)(=O)c2ccccc2)CC1 (stereo unspecified)	72*	86*	/	/	0.33
40	CCOC(=O)c1c(CN2CCN(Cc3ccccc3)CC2)n(C)c2cc(Br)c(OC)cc12	10	3	-1	-5	0.49

No.	Candida biofilm	CYP2C19 activ	TNFa cytotox	CYP2C9 activ
37	/	0.8	8	0.7
45	-9	0.3	/	0.1
40	3	0.9	-6	1
